Source: PubChem BioAssay
MRP resist rev – reversal of MRP1-mediated doxorubicin resistance, primary screen, H69AR cells, doxorubicin co-treatment | H69AR cells + 2 uM doxorubicin, CellTiter-Glo, 72 h | 0.04% of 85,000 active | differential viability (reversal), % at 10 µM;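 active = viability drop by adding the cancer drug above about 55%, with treated viability meeting a 40% cutoff, limit read from the data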;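 note: viability without doxorubicin minus viability with 2 µM doxorubicin for each compound; larger differential means the compound sensitizes cells more to doxorubicin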
NFkB transloc pot – enhancers of NFkB p65 translocation in HUVEC – imaging, IL-1B stimulus, high-content imaging, primary screen. 0.3% of 94,000 active. HUVEC IL-1B NFkB p65 nuclear translocation imaging. activation, % at 2 µM;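 active = activation above 40%, about the mean plus 3 SD, also judged a hit on visual image review; inconclusive = activation above 40% but not a hit on visual review; inactive = activation not above 40% and no visual hit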;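 note: percent activation is computed from the nuclear over cytoplasmic p65 intensity ratio; values of inactives mirror those of a sister screen read the other way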
Bcl-B TR3 displacers – displacers of TR3 peptide from Bcl-B, primary screen, selectivity assay for Bfl-1 inhibitor project, biochemical, fluorescence polarization; Bcl-2-like protein 10 (Homo sapiens); FP displacement of FITC-TR3 peptide from Bcl-B; higher % means a stronger effect; displacement, % at 20 µM; hits with a dose series show IC50 in µM; 0.11% of 96,000 active;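 active = displacement above 50% at 20 µM plus a fluorescence interference ratio under 1.5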;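 note: plate controls were wells without compound for no effect and wells lacking Bcl-B protein for full effect; a part of the inactive calls stands beside numbers as strong as those of hits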
PLAP inhibition – PLAP enzyme inhibitors, biochemical, luminescence, HTS (AID 690) | Alkaline phosphatase, placental type (Homo sapiens) | purified PLAP, luminescent substrate; higher % means a stronger effect | inhibition, % at 20 µM, or IC50 in µM where a hit was titrated | 0.08% of 96,000 active; in the data active = a potency from the dose series; inactive = the rest, 99 in 100 with inhibition below about 30%; note: strong numbers were not always called active
IL1B NFkB inh – inhibitors of IL-1B driven NFkB p65 nuclear import, primary screen, imaging, HUVEC, IL-1B stimulus, high-content imaging | AID 796, 2007 | HUVEC IL-1B NFkB p65 nuclear translocation imaging | inhibition, % at 2 µM | 0.43% of 94,000 active;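 active = inhibition above about 30% together with a positive call from visual inspection of the well image, limit read from the data; inconclusive = inhibition above a set limit but visual check negative; inactive = inhibition not above a set limit, visual check negative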;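 note: nuclear over cytoplasmic p65 intensity ratio measured by imaging; 0% = IL-1B stimulated DMSO wells and 100% = unstimulated DMSO wells; values of inactives mirror those of a sister screen read the other way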
MRP resist rev cytotoxicity – second read-out of MRP resist rev, no call of its own (marks repeat the call); viability, %; H69AR cells, CellTiter-Glo, 72 h; measured here: cytotoxicity without doxorubicin
MRP resist rev with doxorubicin – also measured in MRP resist rev; calls as there; viability, %; measured here: viability with 2 uM doxorubicin; hits give low values
IL1B NFkB inh cell count 2 µM – second read-out of IL1B NFkB inh, no call of its own (marks repeat the call); cell count; measured here: cells passing quality filter;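 raw number of nuclei counted in each imaged well without normalization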
NFkB transloc pot cell count 2 µM – further read-out of NFkB transloc pot, marked with its call; cell count; measured here: cells passing quality filter
Active calls of the source: *; ? = inconclusive; / = not tested or not shown. The list is partial; count on the stated rates, not on these rows.

SMILES	MRP resist rev	MRP resist rev cytotoxicity	MRP resist rev with doxorubicin	NFkB transloc pot	NFkB transloc pot cell count 2 µM	Bcl-B TR3 displacers	PLAP inhibition	IL1B NFkB inh	IL1B NFkB inh cell count 2 µM
O=C(CSc1nnc2c(n1)[nH]c1ccccc12)OCc1ccccc1	2	91	90	-11	112	/	/	11	112
COc1ccc(NC(=O)Cc2ccc(Cl)cc2)cc1NC(=O)c1ccco1	-6	89	94	-3	40	-2%	14%	3	40
O=c1[nH]c(=O)n(Cc2ccco2)c2c1C(C(F)(F)F)(C(F)(F)F)N=C(CCc1ccccc1)N2	-7	41	49	-12	173	0%	-10%	12	173
C=CCn1c(SCC(=O)Nc2ccccc2)nc2scc(-c3cccs3)c2c1=O	/	/	/	-1	164	-7%	-88%	1	164
CCN(CC)C(=O)CSc1ncnc2sc(-c3ccccc3)cc12	-3	71	74	3	113	-7%	-62%	-3	113
O=C(Cc1ccc(Cl)cc1)Nc1cccc(-c2nnc(-c3ccco3)o2)c1	/	/	/	-8	128	-3%	6%	8	128
CCNc1nc(CC)nc2c1oc1ccccc12	2	80	78	22	139	3%	/	-22	139
CCOc1ccc(C(=O)N2CCc3cc(OC)c(OC)cc3C2)cc1OCC	/	/	/	6	120	12%	-42%	-6	120
Cc1ccc(NC(=O)OCc2cn(-c3ccc(Cl)cc3)nn2)cc1	/	/	/	9	172	15%	6%	-9	172
OCCN1CCN(C(=S)NCCc2ccccc2)CC1	/	/	/	0	166	-2%	14%	0	166
O=C(O)Cc1coc(-c2ccc(F)cc2)n1	7	86	79	11	217	-15%	13%	-11	217
COc1cccc(CN2CCN(C(=O)c3ccco3)CC2)c1OC	9	85	76	3	136	/	/	-3	136
N#Cc1cc2c(nc1SCC(=O)Nc1sc3c(c1C#N)CCC3)CCC2	-27	34	61	-9	101	-4%	6%	9	101
CC(=O)Nc1ccc(S(=O)(=O)N2CCN(C34CC5CC(CC(C5)C3)C4)CC2)cc1	12	92	80	-8	113	0%	-4%	8	113
Cc1oc(-c2ccccc2)cc1C(=O)Nc1cccc(C(=O)O)c1	-5	81	86	22	158	-8%	-19%	-22	158
CC(C/C=N/NC(=O)COc1cc(Cl)ccc1Cl)c1ccccc1 (stereo not given)	/	/	/	-3	201	3%	-2%	3	201
O=C(c1ccco1)N1CCN(C(=O)C2CCN(S(=O)(=O)Cc3ccccc3)CC2)CC1	16	100	85	-5	84	-3%	-52%	5	84
CCOC(=O)CN1CC23C=CC(O2)C(C(=O)NCCc2ccccc2)C3C1=O (stereo not given)	10	92	82	18	187	-1%	-8%	-18	187
CCOC(=O)c1cc2c(ccn2C)n1CC(=O)N1CCN(c2ccccc2)CC1	9	101	92	7	137	15%	-22%	-7	137
COc1ccccc1-n1cnc2cc(C(=O)NCC3CCCO3)ccc21 (stereo not given)	-10	80	90	8	51	-3%	-40%	-8	51
COc1ccccc1NC(=O)CN1CCN(C(=O)c2ccco2)CC1	19	107	88	10	155	/	/	-10	155
O=C(N/N=C/C1C(c2ccccc2)C1(Cl)Cl)c1cccc(Br)c1 (stereo not given)	/	/	/	5	124	0%	-22%	-5	124
O=C(O)CN(Cc1ccccc1)S(=O)(=O)c1ccc(F)cc1	5	93	88	-1	171	-5%	-11%	1	171
Cc1ccccc1-c1coc2cc(O)ccc2c1=O	-10	88	99	5	136	-3%	5%	-5	136
CC(=O)OCCN(Cc1ccccc1)Cc1ccc2c(c1)OCO2	17	92	74	-2	185	-2%	5%	2	185

Brought forward from above: 4 compounds; new compounds follow.
SMILES	MRP resist rev	MRP resist rev cytotoxicity	MRP resist rev with doxorubicin	NFkB transloc pot	NFkB transloc pot cell count 2 µM	Bcl-B TR3 displacers	PLAP inhibition	IL1B NFkB inh	IL1B NFkB inh cell count 2 µM
O=C(N/N=C/C1C(c2ccccc2)C1(Cl)Cl)c1cccc(Br)c1 (stereo not given)	/	/	/	5	124	0%	-22%	-5	124
O=C(O)CN(Cc1ccccc1)S(=O)(=O)c1ccc(F)cc1	5	93	88	-1	171	-5%	-11%	1	171
Cc1ccccc1-c1coc2cc(O)ccc2c1=O	-10	88	99	5	136	-3%	5%	-5	136
CC(=O)OCCN(Cc1ccccc1)Cc1ccc2c(c1)OCO2	17	92	74	-2	185	-2%	5%	2	185
COCn1c(=O)c2c(nc(SC3=NCCS3)n2Cc2ccccc2C)n(COC)c1=O	/	/	/	5	142	-3%	-44%	-5	142
Cc1ccccc1Cn1ccc(NC(=O)c2nc3ncccn3n2)n1	-3	96	98	-2	98	-7%	9%	2	98
O=C(NCCCN1CCCCCC1)c1ccc(CS(=O)(=O)Cc2ccccc2F)o1	4	79	75	31	128	/	/	-31	128
CCC(CC)NC(=O)C1CCN(S(=O)(=O)c2cccs2)CC1	/	/	/	14	203	-14%	-60%	-14	203
CCN(CC)c1ccc(CC(=O)NC(C)Cc2ccccc2)cc1 (stereo not given)	/	/	/	4	122	-5%	9%	-4	122
Cc1occc1-c1nnc(SCC(=O)NCCc2ccccc2)n1Cc1ccccc1	16	67	51	7	201	-2%	-67%	-7	201
O=C(NCc1ccc(Cl)cc1)c1cc2ccccn2n1	6	100	94	-1	171	-2%	19%	1	171
CC(NC(=O)C1CC2CCCC(C1)C2=O)c1ccccc1 (stereo not given)	-3	82	85	27	86	-6%	-17%	-26	86
Cc1cc(C)n2c(SCc3ccccc3Cl)nnc2n1	4	86	82	-31	46	7%	17%	31*	46*
O=C1Cn2c(nc3ccccc32)-c2ccccc2N1	-8	81	90	/	/	8%	16%	/	/
N#C/C(=C/c1ccc(C(=O)O)cc1)C(=O)NCc1ccccc1	/	/	/	-3	149	-2%	5%	3	149
CC(C)CNC(=O)c1cc2nc3c(c(C(F)(F)F)n2n1)CCc1ccccc1-3	8	78	70	12	74	2%	18%	-12	74
C=CCSc1n[nH]c2nc3c(c(=O)n12)C1(CCCC1)Cc1ccccc1-3	/	/	/	11	120	-6%	-50%	-11	120
CCOc1ccc(N(CC(=O)Nc2ccccc2C)S(=O)(=O)c2c(C)noc2C)cc1	-43	19	62	-8	57	7%	-38%	8	57
Cc1nonc1NC(=O)CSc1nnc(-c2ccoc2C)n1C	-9	89	97	-2	180	6%	0%	2	180
CCNS(=O)(=O)c1ccc2c3c(cccc13)C(=O)N2	/	/	/	26	145	-7%	12%	-26	145
N/C(=N\OS(=O)(=O)c1cc(Cl)ccc1Cl)c1ccncc1	-1	96	97	12	76	-5%	9%	-12	76
COc1ccccc1N1CCN(CC(=O)c2ccc3ccn(C(C)=O)c3c2)CC1	-4	87	91	1	182	-19%	-16%	0	182
COC(=O)c1nn(-c2ccc3c(c2)CCN3C(C)=O)cc1O	0	78	78	0	182	3%	-10%	0	182
COc1ccc(OC)c(C(=O)COC(=O)c2ccc(C)o2)c1	4	92	88	/	/	-2%	6%	/	/
O=C(O)C1CCN1C1CCCCC1 (stereo not given)	27	89	62	-6	186	2%	-10%	6	186
Cc1noc(C)c1C(=O)N1CCC(Cc2ccccc2)CC1	6	92	86	/	/	-12%	-35%	/	/
Cc1cc(SCC(=O)N/N=C/c2ccc(O)cc2O)c(C)cc1Br	-17	26	43	21	109	-5%	-34%	-21	109
Cc1nc(N)sc1N=Nc1ccc(Br)cc1	7	84	77	5	87	-2%	16%	-5	87
O=c1cc(O)c2c(=O)n(-c3ccccc3)c3ccccc3c2o1	-43	12	55	13	135	-61%	-2%	-13	135
Following part.
SMILES	MRP resist rev	MRP resist rev cytotoxicity	MRP resist rev with doxorubicin	NFkB transloc pot	NFkB transloc pot cell count 2 µM	Bcl-B TR3 displacers	PLAP inhibition	IL1B NFkB inh	IL1B NFkB inh cell count 2 µM
CCCCCOc1ccc(NC(=O)CCCC(=O)O)cc1	-1	96	97	?	/	-6%	-44%	-72	95
CCOc1ccc(Br)cc1S(=O)(=O)N1CCCC1	42	105	63	8	136	/	/	-8	136
COc1ccccc1C(=O)Nc1cc2cc(Cl)ccc2oc1=O	-6	51	57	-4	137	10%	11%	4	137
Cc1occc1C(=O)NC(C)CCc1ccccc1 (stereo not given)	13	103	91	4	104	0%	7%	-4	104
CC1=C(C)CS(=O)N(S(=O)(=O)c2ccccc2)C1 (stereo not given)	-1	2	3	19	183	3%	6%	-19	183
CC(/C=N/NC(=O)c1ccc(Br)cc1)=C\c1ccccc1	8	83	76	0	145	12%	-3%	0	145
CCCOc1ccc(C2C(=O)N(C3CCCCCC3)CC(=O)N2Cc2ccco2)cc1OC (stereo not given)	-7	72	79	/	/	0%	-67%	/	/
O=C(CCCn1c(=S)[nH]c2cc3c(cc2c1=O)OCO3)NC1CC1	18	103	85	-14	152	1%	2%	14	152
CSc1nc(C)c2c(n1)N(c1ccc(F)cc1)CC2	/	/	/	17	115	-11%	25%	-17	115
OC(Cc1nc2ccccc2[nH]1)c1ccccc1Cl (stereo not given)	4	108	104	9	87	-4%	-13%	-9	87
O=C(O)CCCCCN1C(=O)CCC1=O	8	109	101	-4	103	0%	8%	4	103
CC(=O)Nc1cccc(NC(=O)C2CC3CCC2C3)c1 (stereo not given)	22	93	72	-7	94	-5%	-3%	7	94
O=C(NCCN1CCOCC1)c1c(F)c(F)c(F)c(F)c1F	-1	102	103	8	130	-2%	-14%	-8	130
CCOc1ccc(-n2c(C)c(C(C)=O)c(C(C)=O)c2C)cc1	-6	82	88	14	114	/	/	-14	114
CCCc1nc2oc(C(=O)c3ccccc3)c(N)c2c2c1COC(C)(C)C2	-3	6	9	-16	151	-15%	14%	16	151
Cc1ccc(S(=O)(=O)N/N=C\c2ccc([N+](=O)[O-])o2)cc1	/	/	/	-8	110	13%	48%	8	110
CCOC(=O)c1sc(N)c(C#N)c1COC(=O)CNC(=O)c1cc(OC)c(OC)c(OC)c1	/	/	/	1	207	-137%	12%	-1	207
Cc1ccc(S(=O)(=O)N(CC(O)CN2CCOCC2)c2cc(Cl)ccc2Cl)cc1 (stereo not given)	0	82	82	3	154	-1%	-54%	-3	154
O=C(Oc1ccc2c(=O)c(Cl)coc2c1)c1cccnc1	13	102	89	-16	130	0%	-8%	16	130
COc1ccc(CNC(=O)c2cc3c(=O)n4ccccc4nc3n(Cc3cccnc3)c2=N)cc1	10	27	17	17	149	19%	-53%	-17	149
COc1ccc(Cl)cc1N1C(=O)[C@@H]2C(c3cccc(OC)c3OC)=NO[C@@H]2C1=O	-18	93	111	-6	109	8%	-17%	6	109
O=C(CCl)NNc1cccc(Cl)n1	/	/	/	14	179	4%	11%	-14	179
CCOc1ccc(S(=O)(=O)N(C)c2ccc(OCC(=O)N3CCOCC3)cc2)cc1	9	93	84	19	107	2%	-67%	-19	107
CS(=O)(=O)Nc1ccccc1C(=O)N1CCCC1	-28	97	125	9	59	4%	0%	-9	59
COc1ccc(S(=O)(=O)N2CCN(c3ncnc4c(-c5ccccc5)nsc34)CC2)cc1	-2	41	43	/	/	2%	-20%	/	/
New compounds follow
SMILES	MRP resist rev	MRP resist rev cytotoxicity	MRP resist rev with doxorubicin	NFkB transloc pot	NFkB transloc pot cell count 2 µM	Bcl-B TR3 displacers	PLAP inhibition	IL1B NFkB inh	IL1B NFkB inh cell count 2 µM
Cc1cc(=O)[nH]c(SCCCOc2ccc(F)cc2)n1	0	88	89	3	185	-9%	-4%	-3	185
COc1cc(-c2nnc(COc3ccc(Cl)cc3C)o2)cc(OC)c1OC	0	48	48	15	82	-3%	23%	-15	82
CCCCc1nc2n[nH]c(N)c2c2c1CCCC2	29	103	74	-46	72	-2%	-79%	?	/
Cc1sc(=NC(=O)c2ccco2)n(C)c1-c1ccccc1	/	/	/	-3	128	0%	18%	3	128
CCOC(=O)C1CCc2nc3ccccc3c(=O)n21 (stereo not given)	3	97	93	16	209	8%	17%	-16	209
CCN(CC)C(=O)CC1(c2ccccc2OC)CCOC(C(C)C)C1 (stereo not given)	1	87	86	18	140	5%	-4%	-18	140
CCOC(=O)c1cccc(NC(=O)c2cccs2)c1	0	92	92	15	158	16%	29%	-15	158
